proKLK7 act = activates the human kallikrein-7 zymogen | P49862 | purified proKLK7, EDANS-DABCYL substrate fluorescence; 100% is mature enzyme control, 0% vehicle | activation, % at 7 µM | hit rate 0.9% among 370,000 | AID 652039;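 active = activation above the mean of all tested compounds plus 3 SD, computed per campaign excluding outliers beyond control limits, cut at about 13% in these data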
Target sequence (P49862 whole entry, looked up): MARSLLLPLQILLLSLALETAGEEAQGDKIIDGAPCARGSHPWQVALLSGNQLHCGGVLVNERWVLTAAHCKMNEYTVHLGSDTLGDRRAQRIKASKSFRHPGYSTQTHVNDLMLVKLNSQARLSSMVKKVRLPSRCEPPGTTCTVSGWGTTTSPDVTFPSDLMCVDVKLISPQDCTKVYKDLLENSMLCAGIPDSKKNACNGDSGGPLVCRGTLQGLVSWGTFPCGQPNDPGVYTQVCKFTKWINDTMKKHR
FXN GAA850 act = frataxin GAA850 promoter activation. HEK293 lucGAA850 FXN promoter luciferase reporter, 24 h; percent of 10 µM SAHA response. activation, % at 6 µM. hit rate 0.56% among 360,000;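 active = activation above the average of all compounds screened plus 3 SD, cutoff fixed separately per campaign, cut at about 7.5% in these data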;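 note: 0% = DMSO wells and 100% = 10 µM SAHA wells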
hcDAF-12 act = H. contortus DAF-12 activation, primary screen | HEK293 hcDAF-12 lit1-tk-luc reporter, luminescence; 0% DMSO, 100% Δ7-dafachronic acid | hit rate 1.4% among 370,000 | activation, % at 6.8 µM;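 active = activation above the mean of all tested compounds plus 3 SD, cut at about 5.5% in these data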;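 note: 100% = response to 3 µM Δ7-dafachronic acid high control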
GC-B act = GC-B (human) receptor activation; activation, % at 10 µM; hit rate 0.11% among 370,000; HEK293-GC-B cells, CNP EC30, cGMP TR-FRET; 0% at EC30 CNP, 100% saturating CNP; AID 1920062;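 active = activation at 10 µM reaching about 35% in either raw or pattern-adjusted values, limit read from the data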
DAX1 inh-1 = inhibitors of human orphan nuclear receptor DAX1 (NR0B1); HEK293 Gal4-DAX1 luciferase reporter, luminescence; inhibition, % at 6.75 µM; AID 504766; P51843; hit rate 0.99% among 340,000;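 active = inhibition above the mean over all tested compounds plus 3 SD, cut at about 4.2% in these data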;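 note: 0% = DAX1-transfected cells with DMSO and 100% = empty-vector control cells with DMSO; inhibition shows as a rise in luminescence from relieved DAX1 repression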
Target sequence (P51843 207-470 limits assumed): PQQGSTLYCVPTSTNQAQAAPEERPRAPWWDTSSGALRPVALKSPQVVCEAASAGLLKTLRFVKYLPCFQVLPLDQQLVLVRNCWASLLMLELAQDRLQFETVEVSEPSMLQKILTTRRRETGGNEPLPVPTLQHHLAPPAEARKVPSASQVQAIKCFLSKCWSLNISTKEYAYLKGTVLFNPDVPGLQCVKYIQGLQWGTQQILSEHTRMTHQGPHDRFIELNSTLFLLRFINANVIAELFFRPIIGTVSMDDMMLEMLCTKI
DAX1 inh-2 = DAX1 (NR0B1) inhibition, primary screen. HEK293T StAR-luciferase reporter, SF-1/DAX-1 repression relief. inhibition, % at 6.8 µM. hit rate 1.1% among 370,000. AID 652010;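 active = inhibition above the mean over all tested compounds plus 3 SD, cut at about 3.6% in these data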;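 note: 0% = DAX-1 cells with DMSO and 100% = cells lacking DAX-1 with DMSO; higher inhibition means more luminescence from relief of DAX-1 repression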
HGIII-sPLA2 inh = Blocks human group III sPLA2 activity | Q9NZ20 | QFRET BODIPY PC-A2 liposome hydrolysis, fluorescence | inhibition, % at 12.2 µM | hit rate 0.56% among 370,000 | AID 743126;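 active = inhibition above mean plus 3 SD of compounds lying within the high and low control bounds, cut at about 19% in these data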;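 note: 0% = median of test compound wells and 100% = no enzyme DMSO wells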
Target sequence (Q9NZ20 whole entry, looked up): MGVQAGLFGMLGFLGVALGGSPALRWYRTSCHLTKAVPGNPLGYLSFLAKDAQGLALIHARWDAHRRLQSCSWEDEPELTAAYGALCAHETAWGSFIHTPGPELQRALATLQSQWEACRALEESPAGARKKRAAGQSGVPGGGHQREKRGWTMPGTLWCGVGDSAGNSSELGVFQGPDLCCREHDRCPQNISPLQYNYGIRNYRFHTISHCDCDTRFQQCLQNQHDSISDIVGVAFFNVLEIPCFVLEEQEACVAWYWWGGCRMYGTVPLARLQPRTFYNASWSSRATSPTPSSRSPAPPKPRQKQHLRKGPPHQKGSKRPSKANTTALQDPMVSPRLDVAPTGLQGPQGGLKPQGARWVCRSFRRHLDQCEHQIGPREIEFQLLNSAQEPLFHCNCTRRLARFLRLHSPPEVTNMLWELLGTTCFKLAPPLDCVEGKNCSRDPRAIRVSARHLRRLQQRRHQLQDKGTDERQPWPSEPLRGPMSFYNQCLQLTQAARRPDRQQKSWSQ
ssDAF12 agonist = activates DAF-12 receptor from parasite S. stercoralis. HEK293 ssDAF-12/GRIP1 lit1-tk-luc reporter, luminescence; % of 3 µM dafachronic acid response. activation, % at 6.8 µM. hit rate 1% among 370,000;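 active = activation above the mean over all tested compounds plus 3 SD, cut at about 0.9% in these data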;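 note: 0% = DMSO-only wells and 100% = 3 µM delta7-dafachronic acid wells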
hgDAF-12 ag = activates the H. glycines DAF-12 receptor ligand-binding domain; HEK293 GAL4-hgDAF12 UAS-luciferase reporter, agonist luminescence; normalized to butyrate control; activation, % at 6.8 µM; hit rate 1.8% among 370,000; AID 687014;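 active = activation above a cutoff set at the mean of all screened compounds plus 3 SD, cut at about 10% in these data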;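 note: 0% = DMSO wells and 100% = sodium butyrate wells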
SMARCA2 act = SMARCA2 function activation, primary screen | AID 652017 | hit rate 1% among 370,000 | activation, % at 9.1 µM | MG213 cells, MMTV-luciferase reporter, dexamethasone, overnight; in the data active = activation above about 7.8%;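 note: 0% = vehicle wells and 100% = reference activator wells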
NPR1 activator = GC-A (human) enzyme activation | HEK293 GC-A cells, cGMP TR-FRET, EC30 ANP; 0% at EC30 ANP, 100% saturating ANP | hit rate 0.14% among 370,000 | P16066 | AID 1671463 | activation, % at 10 µM; in the data active = activation above about 40%
An asterisk follows results filed as active.

How did Cc1ccc(S(=O)(=O)NCC(=O)NCC(=O)NCCc2ccc(Cl)cc2)cc1C do in these assays?
proKLK7 act: 0.1; FXN GAA850 act: -1.4; hcDAF-12 act: 0.5; GC-B act: -3; DAX1 inh-1: -0.3; DAX1 inh-2: -0.3; HGIII-sPLA2 inh: -12; ssDAF12 agonist: -0.7; hgDAF-12 ag: -1.7; SMARCA2 act: -3; NPR1 activator: -1

What do the screens show for `CCS(=O)(=O)Nc1ccc(-c2nnc(SCC(=O)OC)o2)cc1`?
proKLK7 act: 0.2; FXN GAA850 act: -0.5; hcDAF-12 act: -1.0; GC-B act: -4; DAX1 inh-1: 0.6; DAX1 inh-2: 0.0; HGIII-sPLA2 inh: 0; ssDAF12 agonist: -0.8; hgDAF-12 ag: -1.5; SMARCA2 act: -3; NPR1 activator: 0

How did NS(=O)(=O)c1ccc(CCNC(=O)COc2ccc3c4c(c(=O)oc3c2)CCC4)cc1 do in these assays?
proKLK7 act: 0.4; FXN GAA850 act: 1.1; hcDAF-12 act: -1.5; GC-B act: -4; DAX1 inh-1: -0.2; DAX1 inh-2: -0.8; HGIII-sPLA2 inh: 4; ssDAF12 agonist: -0.7; hgDAF-12 ag: -0.5; SMARCA2 act: -3; NPR1 activator: 2

Results for COc1ccc(C(C)NC(=O)C2CCCC2)cc1 (stereo not given) ?
proKLK7 act: -0.1; FXN GAA850 act: 0.8; hcDAF-12 act: -0.7; GC-B act: 1; DAX1 inh-1: 2.4; DAX1 inh-2: 0.9; HGIII-sPLA2 inh: -3; ssDAF12 agonist: -0.6; hgDAF-12 ag: 0.2; SMARCA2 act: 0; NPR1 activator: 0

What do the screens show for `CC1(C)Cc2c(C#N)c(N3CCN(C(=O)c4ccccc4Cl)CC3)nc(-c3ccco3)c2CS1`?
proKLK7 act: -4.0; FXN GAA850 act: 0.1; hcDAF-12 act: -2.0; GC-B act: -1; DAX1 inh-1: -0.6; DAX1 inh-2: -0.8; HGIII-sPLA2 inh: -5; ssDAF12 agonist: -1.1; hgDAF-12 ag: 0.3; SMARCA2 act: -1; NPR1 activator: -3

Results for C#CCOCCOCCOCCNc1nc(N2CCN(C(=O)[C@H](C)n3cc(CCCN=C(N)N)nn3)CC2)nc(N2CCN(C(=O)[C@H](C)n3cc(CCCN=C(N)N)nn3)CC2)n1 ?
proKLK7 act: 0.1; FXN GAA850 act: 2.3; hcDAF-12 act: -1.2; GC-B act: 7; DAX1 inh-1: -0.2; DAX1 inh-2: 0.3; HGIII-sPLA2 inh: 6; ssDAF12 agonist: -1.1; hgDAF-12 ag: -0.1; SMARCA2 act: 0; NPR1 activator: -2

How did COC(=O)c1cn(NC(=O)/C=C/c2ccc(OC)c(OC)c2)c(=O)c2ccccc12 do in these assays?
proKLK7 act: 0.8; FXN GAA850 act: -2.9; hcDAF-12 act: -2.9; GC-B act: 2; DAX1 inh-1: 0.1; DAX1 inh-2: 0.7; HGIII-sPLA2 inh: -2; ssDAF12 agonist: -1.6; hgDAF-12 ag: 3.5; SMARCA2 act: 1; NPR1 activator: -2

What do the screens show for `CCNC(=O)c1sc2cc(C)ccc2c1Cl`?
proKLK7 act: -0.6; FXN GAA850 act: 5.2; hcDAF-12 act: 3.3; GC-B act: 1; DAX1 inh-1: 1.3; DAX1 inh-2: 0.6; HGIII-sPLA2 inh: 0; ssDAF12 agonist: 0.1; hgDAF-12 ag: 15*; SMARCA2 act: 5; NPR1 activator: 4

Results for Cc1ccc(C2c3c(n[nH]c3C(C)C)C(=O)N2c2ccccc2)cc1 (stereo not given) ?
proKLK7 act: 0.1; hcDAF-12 act: -0.8; GC-B act: -9; DAX1 inh-2: 0.1; HGIII-sPLA2 inh: 8; ssDAF12 agonist: -0.9; hgDAF-12 ag: -2.4; SMARCA2 act: -6; NPR1 activator: -10

How did Cc1onc(-c2ccccc2Cl)c1C(=O)NCCn1ccc2ccccc21 do in these assays?
proKLK7 act: -0.2; FXN GAA850 act: 0.8; hcDAF-12 act: 0.1; GC-B act: -17; DAX1 inh-1: -0.6; DAX1 inh-2: -0.8; HGIII-sPLA2 inh: -31; ssDAF12 agonist: -1.0; hgDAF-12 ag: -0.2; SMARCA2 act: -1; NPR1 activator: -7

Reprinted from the part before: two entries; new compounds follow.
Results for Cc1ccc(C2c3c(n[nH]c3C(C)C)C(=O)N2c2ccccc2)cc1 (stereo not given) ?
proKLK7 act: 0.1; hcDAF-12 act: -0.8; GC-B act: -9; DAX1 inh-2: 0.1; HGIII-sPLA2 inh: 8; ssDAF12 agonist: -0.9; hgDAF-12 ag: -2.4; SMARCA2 act: -6; NPR1 activator: -10

How did Cc1onc(-c2ccccc2Cl)c1C(=O)NCCn1ccc2ccccc21 do in these assays?
proKLK7 act: -0.2; FXN GAA850 act: 0.8; hcDAF-12 act: 0.1; GC-B act: -17; DAX1 inh-1: -0.6; DAX1 inh-2: -0.8; HGIII-sPLA2 inh: -31; ssDAF12 agonist: -1.0; hgDAF-12 ag: -0.2; SMARCA2 act: -1; NPR1 activator: -7

What do the screens show for `C=CCOc1cccc(C2C(C(=O)c3ccco3)=C(O)C(=O)N2CCN2CCOCC2)c1` (stereo not given)?
proKLK7 act: 0.6; FXN GAA850 act: -1.4; hcDAF-12 act: 0.8; GC-B act: 9; DAX1 inh-1: -0.1; DAX1 inh-2: -0.6; HGIII-sPLA2 inh: 2; ssDAF12 agonist: -0.8; hgDAF-12 ag: 2.9; SMARCA2 act: -2; NPR1 activator: 1

Results for Cc1cccc(NC(=O)Cn2nnc(-c3ccccc3F)n2)c1C ?
proKLK7 act: 0.1; hcDAF-12 act: -1.7; GC-B act: 3; DAX1 inh-2: -1.3; HGIII-sPLA2 inh: -4; ssDAF12 agonist: -1.0; hgDAF-12 ag: 1.7; SMARCA2 act: -5; NPR1 activator: 5

Results for CCN(CC)c1ccc(/C=N/n2c(-c3ccccc3Br)n[nH]c2=S)cc1 ?
proKLK7 act: -0.7; FXN GAA850 act: 2.6; hcDAF-12 act: -1.7; GC-B act: 1; DAX1 inh-1: -1.2; DAX1 inh-2: -0.4; HGIII-sPLA2 inh: 4; ssDAF12 agonist: -1.4; hgDAF-12 ag: 0.0; SMARCA2 act: -4; NPR1 activator: 2

What do the screens show for `O=C(NCC1CC1)Nc1ccccc1`?
proKLK7 act: -1.1; FXN GAA850 act: -0.9; hcDAF-12 act: 1.4; GC-B act: 0; DAX1 inh-1: 1.0; DAX1 inh-2: -0.1; HGIII-sPLA2 inh: -1; ssDAF12 agonist: -0.8; hgDAF-12 ag: -0.3; SMARCA2 act: -1; NPR1 activator: 5

Results for O=C(c1cccc(S(=O)(=O)N2CCCCC2)c1)N1CCCCC1 ?
proKLK7 act: -0.2; FXN GAA850 act: -0.6; hcDAF-12 act: 1.6; GC-B act: 6; DAX1 inh-1: -1.0; DAX1 inh-2: -0.5; HGIII-sPLA2 inh: 3; ssDAF12 agonist: -1.2; hgDAF-12 ag: -0.6; SMARCA2 act: 1; NPR1 activator: -1

What do the screens show for `O=C(c1ccco1)N1CCN(c2cc(=O)n(C3CCCCC3)c(=O)[nH]2)CC1`?
proKLK7 act: -0.6; FXN GAA850 act: -0.1; hcDAF-12 act: -0.9; GC-B act: 2; DAX1 inh-1: -0.9; DAX1 inh-2: -0.2; HGIII-sPLA2 inh: 12; ssDAF12 agonist: -0.8; hgDAF-12 ag: -3.8; SMARCA2 act: 1; NPR1 activator: -2

Results for CN1CCN(C(=O)c2ccc(-c3nn(C)c(=O)c4ccccc34)cc2)CC1 ?
proKLK7 act: 0.2; FXN GAA850 act: 1.1; hcDAF-12 act: -1.2; GC-B act: -1; DAX1 inh-1: -0.1; DAX1 inh-2: -0.7; HGIII-sPLA2 inh: -3; ssDAF12 agonist: -1.4; hgDAF-12 ag: -3.4; SMARCA2 act: -3; NPR1 activator: 3

Results for N#Cc1ccccc1CSc1ccc(-c2nc3ccccc3[nH]2)cn1 ?
proKLK7 act: 0.1; FXN GAA850 act: 4.3; hcDAF-12 act: -3.5; GC-B act: -1; DAX1 inh-1: 1.4; DAX1 inh-2: -0.9; HGIII-sPLA2 inh: -10; ssDAF12 agonist: -1.5; hgDAF-12 ag: 1.9; SMARCA2 act: 1; NPR1 activator: -5

How did CSC(=S)N/N=C/c1c[nH]c2ccccc12 do in these assays?
proKLK7 act: -0.1; FXN GAA850 act: 2.7; hcDAF-12 act: 2.7; GC-B act: 6; DAX1 inh-1: 1.1; DAX1 inh-2: -0.8; HGIII-sPLA2 inh: -3; ssDAF12 agonist: -1.0; hgDAF-12 ag: 8.0; SMARCA2 act: 4; NPR1 activator: 6

Results for COc1cc(SC)ccc1C(=O)Nc1nc2ccccc2[nH]1 ?
proKLK7 act: -421; FXN GAA850 act: -14; hcDAF-12 act: -9.1; GC-B act: 4; DAX1 inh-1: -3.9; DAX1 inh-2: -2.1; HGIII-sPLA2 inh: -3; ssDAF12 agonist: -3.1; hgDAF-12 ag: -17; SMARCA2 act: -11; NPR1 activator: 3

What do the screens show for `O=S1(=O)CCO[C@H]2Cc3ccccc3[C@H]2N1Cc1ccccc1`?
proKLK7 act: -1.0; FXN GAA850 act: -0.5; hcDAF-12 act: -0.6; GC-B act: -3; DAX1 inh-1: -0.2; DAX1 inh-2: 0.4; HGIII-sPLA2 inh: 4; ssDAF12 agonist: -1.7; hgDAF-12 ag: -2.0; SMARCA2 act: 1; NPR1 activator: -4

Results for CN=C1S/C(=C\c2cccn2-c2cccc(Br)c2)C(=O)N1C ?
proKLK7 act: 0.1; hcDAF-12 act: -0.9; GC-B act: 4; DAX1 inh-2: 0.5; HGIII-sPLA2 inh: 6; ssDAF12 agonist: -0.7; hgDAF-12 ag: 4.4; SMARCA2 act: -1; NPR1 activator: -7

Results for COc1cccc(NC(=O)C2CC(=O)N(C)C(=Nc3cccc(F)c3)S2)c1 (stereo not given) ?
proKLK7 act: 0.3; FXN GAA850 act: -1.6; hcDAF-12 act: -2.2; GC-B act: -3; DAX1 inh-1: -0.9; DAX1 inh-2: -0.9; HGIII-sPLA2 inh: -32; ssDAF12 agonist: -2.0; hgDAF-12 ag: 0.5; SMARCA2 act: 6; NPR1 activator: -4

Results for CC1(C(=O)NNC(=S)NCC2CCCO2)CC1(Cl)Cl (stereo not given) ?
proKLK7 act: 0.2; FXN GAA850 act: -0.3; hcDAF-12 act: -1.2; GC-B act: 4; DAX1 inh-1: 0.7; DAX1 inh-2: 0.3; HGIII-sPLA2 inh: 8; ssDAF12 agonist: -0.9; hgDAF-12 ag: 2.9; SMARCA2 act: 1; NPR1 activator: -1

Results for CCOC(=O)/C=c1/s/c(=C/c2ccccc2OC)c(=O)n1CC(=O)N1CCOCC1 ?
proKLK7 act: 0.9; FXN GAA850 act: -0.4; hcDAF-12 act: 0.1; GC-B act: 5; DAX1 inh-1: 0.9; DAX1 inh-2: 2.8; HGIII-sPLA2 inh: 2; ssDAF12 agonist: -1.2; hgDAF-12 ag: -0.1; SMARCA2 act: -1; NPR1 activator: 7

What do the screens show for `Cc1cccc(N=Nc2c(C)[nH]n(-c3ccccc3)c2=O)c1`?
proKLK7 act: -1.1; FXN GAA850 act: 1.4; hcDAF-12 act: 2.4; GC-B act: -2; DAX1 inh-1: -1.0; DAX1 inh-2: 0.4; HGIII-sPLA2 inh: 3; ssDAF12 agonist: -0.2; hgDAF-12 ag: -1.6; SMARCA2 act: 5; NPR1 activator: -9

Source: PubChem BioAssay
